TDP1 inh = TDP1 (human) enzyme inhibition | actives 0.28% (n = 350,000) | Potency, µM (highest dose often 130 µM), for the others: at the top dose activity change, negative = inhibition, most hits filed as inhibitors | recombinant TDP1, AlphaScreen DNA substrate cleavage | Q9NUW8 | AID 485290; note: nearly all actives have a fitted effect of over 40% in size
Target sequence (Q9NUW8 whole entry, looked up): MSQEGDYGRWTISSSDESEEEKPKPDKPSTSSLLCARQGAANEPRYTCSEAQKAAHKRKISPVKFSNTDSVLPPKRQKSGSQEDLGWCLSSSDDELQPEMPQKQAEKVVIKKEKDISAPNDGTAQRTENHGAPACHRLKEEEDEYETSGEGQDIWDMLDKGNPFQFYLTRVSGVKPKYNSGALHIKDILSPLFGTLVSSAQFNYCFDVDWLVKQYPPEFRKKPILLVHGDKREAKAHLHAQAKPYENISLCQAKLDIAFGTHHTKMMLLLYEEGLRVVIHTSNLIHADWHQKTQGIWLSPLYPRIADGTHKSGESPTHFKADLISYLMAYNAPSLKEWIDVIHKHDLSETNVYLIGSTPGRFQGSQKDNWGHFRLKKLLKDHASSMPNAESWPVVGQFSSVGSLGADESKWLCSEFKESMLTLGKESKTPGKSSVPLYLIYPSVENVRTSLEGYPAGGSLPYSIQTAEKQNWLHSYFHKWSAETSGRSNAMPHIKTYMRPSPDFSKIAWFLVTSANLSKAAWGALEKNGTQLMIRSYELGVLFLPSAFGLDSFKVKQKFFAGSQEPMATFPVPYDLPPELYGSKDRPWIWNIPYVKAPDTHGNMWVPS
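Recombinant human Tdp1 (E. coli-expressed, 1 nM final) preincubated with compounds 15 min at room temperature, then 5'-biotin/3'-phosphotyrosine-FITC DNA substrate (15 nM final) added for 5 min. AlphaScreen beads (10 ug/ml final) added 10 min; cleavage lowers signal.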
GCN5L2 inh = inhibitors of human GCN5L2 histone acetyltransferase | Q92830 | GCN5L2 HAT assay, ThioGlo1 CoA-SH fluorescence | Potency, µM (doses to about 58.9 µM), inactives show top-dose activity change, negative = inhibition, hits mostly inhibitors | actives 0.21% (n = 390,000) | AID 504327
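qHTS, 1536-well. 20nM enzyme, pH 7.5 HEPES/EDTA/Tween-20 buffer; 15 min compound preinc., RT. Start: 75uM H3(1-25), 70uM AcCoA, 50uM ThioGlo1. Read Ex340/Em540 at t=0 (autofluorescence flag) and t=20 min.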
TDP1 cell noCPT = qHTS for Inhibitors of human tyrosyl-DNA phosphodiesterase 1 (TDP1): qHTS in cells in absence of CPT; DT40 Tdp1-/- hTDP1 cells, no CPT, ATP luminescence, 48 h; Potency, µM (titrated, usually from 46.2 µM), for the others: at the top dose activity change, negative = growth inhibition, most hits filed as inhibitors; actives 15% (n = 420,000); AID 686978, 2013; note: nearly all actives have a fitted effect of over 55% in size
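No-CPT arm: Tdp1-/-;hTDP1 DT40 cells (400/well) plus compounds, incubated ≥48 hr at 37 °C. Readout CellTiter-Glo luminescence.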
The depositor's hits bear a star; ? = inconclusive; nt = no result given; & = joins results of further samples; [ ] = remark or other dose. Calls come from the whole dose curve; as a rule, active = well fitted curve in the direction sought with a large enough effect; inconclusive = small, poorly fitted or top-dose-only effect, or another doubt; inactive = no such curve, though single readings can be large; an effect the other way counts as inactive or inconclusive. % is set by controls: 0 for no effect and ±100 for the full control effect; potency is the fitted concentration of half-maximal effect. Not all compounds are listed, so the mix of outcomes need not match the whole.

SMILES	TDP1 inh	GCN5L2 inh	TDP1 cell noCPT
Cc1ccc(OCC(=O)N/N=C\c2ccc(C)o2)c(C)c1	4%	-10%	-27%
Cc1cccc(/C(N)=N/OC(=O)c2ccc(Br)o2)c1	-3%	0%	-2%
COc1ccc(C2(CNC(=O)c3cccc([N+](=O)[O-])c3)CCCCC2)cc1OC	3%	-2%	10µM*
C=CCn1c(SCC(=O)N2N=C(c3ccco3)CC2c2ccco2)nnc1-c1ccncc1 (stereo unspecified)	-3%	0%	-23%
C=CCc1cccc2cc(C(=O)NC)c(=O)oc12	2%	-5%	-5%
COc1ccc(OC)c(C(=O)Cn2nnc(-c3ccc(N4CCOCC4)cc3)n2)c1	nt	-29%	1%
CN(Cc1ccc(C(C)(C)C)cc1)C(=O)C1CSC2(C)CCC(=O)N12 (stereo unspecified)	2%	-2%	?
CCC1(CC)C(=O)N(C)C(=O)NC1=Nc1ccc(OC)cc1	5%	-2%	2%
O=C(Nc1ccc(N2CCOCC2)c(F)c1)c1ccncc1	7%	1%	-12%
COc1ccccc1CCNC(=O)C(=O)NCC1OCCN1C(=O)c1ccc(Cl)cc1 (stereo unspecified)	4%	2%	-13%
CCOc1ccc2c(c1)C(c1cccs1)=NNC(c1cccnc1)=N2	11%	-7%	-30%
Cc1nn(-c2ccccc2)c2c1C1(C(=O)N3c4c(cccc41)C(C)CC3(C)C)C(C#N)=C(N)O2 (stereo unspecified)	8%	7%	?
Nn1c(C2CCC2)nc2ccccc2c1=O	nt	-8%	5%
C[C@@H](C[N+](C)(C)C)OC(N)=O	-4%[21 µM]	-2%[21.4 µM]	nt
COc1ccc(C2=NS(=O)(=O)N(C)C(C(=O)N3CCOCC3)=C2)cc1	nt	-11%	-10%
COc1ccc(C(=O)COC(=O)C2CCCN2C(=O)C23CC4CC(CC(C4)C2)C3)cc1 (stereo unspecified)	5%	0%	-24%
COc1ccc(Cl)c(Cn2c(NCCN)nc3c2c(=O)n(C)c(=O)n3C)c1	7%	-9%	?
Cc1cc([N+](=O)[O-])nn1CCCC(=O)NC1CCCCC1	-2%	-8%	-10%
Cc1ccc(CNC(=O)c2c(C)cc(=O)oc2C)cc1	-1%	-6%	-8%
CCN(Cc1ccccc1)C(c1cccs1)c1nnnn1C1CCCCC1 (stereo unspecified)	-7%	-7%	29µM*
COc1ccc(-n2c(=O)c3sc4ccccc4c3n(Cc3ccccc3)c2=O)cc1	9%	1%	-26%
CSc1nc(-c2ccc(Cl)cc2)nn1C(=O)c1ccccc1	3%	-1%	-17%
COc1cc(OC)cc(C(=O)NCCc2csc3nc(-c4ccccc4F)nn23)c1	7%	1%	-22%
CSc1ccc(C(=S)N2CCN(C)CC2)cc1	-3%	-2%	?
Cc1ccc(C(C)C)c(OCCNCc2ccccc2)c1	nt	-1%	21µM*

The last three records of the section before lead into the next:
SMILES	TDP1 inh	GCN5L2 inh	TDP1 cell noCPT
COc1cc(OC)cc(C(=O)NCCc2csc3nc(-c4ccccc4F)nn23)c1	7%	1%	-22%
CSc1ccc(C(=S)N2CCN(C)CC2)cc1	-3%	-2%	?
Cc1ccc(C(C)C)c(OCCNCc2ccccc2)c1	nt	-1%	21µM*
N#CCOc1ccccc1/C=N/n1nnnc1N	5%	-3%	-30%
Cn1nc(-c2ccncc2)nc2c(=O)n(C)c(=O)nc1-2	4%	nt	0.35µM*
Cc1ccccc1C(=O)NC1CC2CCCC(C1)N2Cc1ccc(Cl)cc1 (stereo unspecified)	nt	-1%	?
CCc1nn(C(C)C(=O)N2CCN(Cc3ccccc3)CC2)c(=O)c2cc3occc3n12 (stereo unspecified)	0%	-3%	?
COc1cccc(C(=O)C2CCCN(Cc3cccn3-c3ccccn3)C2)c1 (stereo unspecified)	nt	-8%	18µM*
CCOc1ccc(CN(C)C(C)C(=O)NCc2ccccc2)cc1 (stereo unspecified)	nt	-1%	?
O=C(C1CCCN(S(=O)(=O)c2ccccc2[N+](=O)[O-])C1)N1CCN(c2ccccc2)CC1 (stereo unspecified)	-1%	1%	?
COc1cc(C(=O)c2c(C)c(CCC#N)n3ccccc23)cc(OC)c1OC	5%	-18%	-18%
O=S(=O)(c1cccc(S(=O)(=O)N2CCCC2)c1)N1CCCCC1	nt	-2%	6%
CCOC(=O)C1CCN(C(=O)CCc2nc3ccccc3[nH]2)CC1	-1%	0%	?
Cc1ccc(-c2nc(SCC(=O)N3CCc4ccccc43)c3c(=O)n(C)c(=O)n(C)c3n2)cc1	3%	-21%	-8%
COC(=O)c1nccc2c1[nH]c1ccccc12	nt	?	23µM*
COc1ccccc1NC(=O)C(C/C=C(/C)Cl)C(C)=O (stereo unspecified)	3%[56.1 µM]	2%	?
O=C(O)c1cccc(Sc2cc(Cl)ccc2C(=O)O)c1	0%	-6%	1%
COc1ccc(C(=O)COC(=O)CNC(=O)c2cccs2)cc1Br	7%	-4%	2%
O=c1c2c3c(sc2ncn1/N=C/c1ccncc1)CCCC3	0%	0%	3%
CC(C)C(=O)Nc1cccc(C(=O)Nc2cc([N+](=O)[O-])ccc2Cl)c1	1%	-8%	?
COc1ccc(-c2csc3nc(-c4cccnc4)nc(N4CCC(C(N)=O)CC4)c23)cc1OC	7%	-3%	?
Cc1onc(-c2ccccc2)c1C(=O)NCCCc1ccccc1	0%	-3%	?
CCOc1ccc(NC(=O)[C@@H](c2ccccc2)N2Cc3ccccc3C2=O)cc1	5%	-10%	?
CCc1ccc(N(C(=O)c2csnn2)C(C(=O)NC(C)(C)C)c2cccnc2)cc1 (stereo unspecified)	-6%	12%	-14%
CC(C)CN(C(=O)COC(=O)c1cnc(Cl)c(Cl)c1)c1c(N)n(Cc2ccccc2)c(=O)[nH]c1=O	nt	-14%	-10%
CC(C(=O)O)c1ccc(-c2ccccc2)c(F)c1 (stereo unspecified)	-2%&3%&6%	-2%&0%	-10%
Cc1nc2ccn(Cc3ccco3)c(=O)c2cc1C(=O)NCc1ccccc1	8%	-16%	-15%
CN(C)CCCNc1cn[nH]c(=O)c1Cl	-2%	-5%	-13%
The listing continues.
SMILES	TDP1 inh	GCN5L2 inh	TDP1 cell noCPT
COc1ccc(NC(=O)c2cnc3sc(N4CCOCC4)nn3c2=O)c(OC)c1	-3%	-17%	3%
CSc1sccc1/C=N/NC(=O)c1ccncc1	-3%	-1%	-17%
Cc1ccc(-c2csc(N3CCN(c4cc5c(cc4Cl)nc(-c4ccncc4)n5CCN4CCCCC4)CC3)n2)cc1	nt	-9%	?
COC(=O)c1cccc(NC(=O)Cc2ccc(OC)cc2)c1C	7%	-1%	-7%
Cc1ccc(NC(=O)CN(C)C(=O)c2cc(S(=O)(=O)N(C)C)ccc2N2CCCC2)cc1	0%	-3%	-25%
COc1ccc2c(c1)O[C@@H](c1cccc(C(F)(F)F)c1)[C@H](OC(=O)Nc1ccc(OC(F)F)cc1)C2=O	14%&-3%	-15%	21µM*
C=CCNc1nnc(SCC(=O)N2CCC(C(N)=O)CC2)s1	-5%	-6%	7%
Cc1ccnc(NC(=O)CCN2C(=O)c3ccccc3S2(=O)=O)n1	nt	-2%	-16%
Cc1c(C(=O)NCc2cccnc2)sc2nc(-c3ccc(F)cc3)cn12	1%	-14%	13µM*
Cc1cccc2cc(C#N)c(SCC#N)nc12	nt	-1%	-17%
CCOC(=O)CCc1c(C)c2ccc(OCC(=O)N(CC)CC)c(C)c2oc1=O	-4%	-4%	?
O=C(Nc1ccc(F)cc1F)Nc1ccccc1C(=O)NCCN1CCNC1=O	5%	-2%	3%
COCCN(Cc1ccco1)C(=O)C1CCCN(c2ncnc3c2nc2n3CCCCC2)C1 (stereo unspecified)	6%	-1%	?
CC(C)(C)c1nnc(NC(=O)c2ccc3c(c2)OCO3)s1	5%	?	?
CCc1cccc(NC(=O)C2CCN(S(=O)(=O)c3ccc4[nH]c(=O)ccc4c3)CC2)c1	nt	12%	0%
COCCNC(=O)CN(c1cc(Cl)ccc1OC)S(C)(=O)=O	0%	0%	-2%
CCOC(=O)CSc1nc2c(cnn2-c2ccc(C)cc2)c(=O)[nH]1	4%	-1%	0%
CC(C)CNC(=O)NC(=O)COC(=O)COc1ccc(Cl)cc1Cl	3%	-10%	-27%
CCCCC[C@H](O)/C=C/C=C\C/C=C\C/C=C\CCCC(=O)O	7%&4%	5%	nt
COc1ccc(NC(=O)CCc2nnc3n(CC(C)C)c(=O)c4ccccc4n23)cc1	2%	3%	-20%
COC(=O)c1ccc(NC(=O)c2ccccc2CC[N+](=O)[O-])cc1	2%	0%	-20%
COc1ccc(CCNC(=O)c2ccc3c(c2)CCN3S(=O)(=O)c2ccc(C)cc2)cc1	2%	-9%	10µM*
O=C(Nc1nnc(SCC(=O)N2CCCCC2)s1)c1ccccc1F	10%[0.0935 µM]	2%	-6%
Cc1ccc2c(c1)cc(CN(Cc1ccco1)C(=O)COc1ccccc1)c1nnnn12	7%	-5%	23µM*
CCCCn1c(N)c(N(CCOC)C(=O)CCc2ccc(OC)cc2)c(=O)[nH]c1=O	5%	-5%	-27%

Part of the list above, bar-delimited:
Structure | TDP1 inh | GCN5L2 inh | TDP1 cell noCPT
CC(C)CNC(=O)NC(=O)COC(=O)COc1ccc(Cl)cc1Cl | 3% | -10% | -27%
CCCCC[C@H](O)/C=C/C=C\C/C=C\C/C=C\CCCC(=O)O | 7%&4% | 5% | nt
COc1ccc(NC(=O)CCc2nnc3n(CC(C)C)c(=O)c4ccccc4n23)cc1 | 2% | 3% | -20%
COC(=O)c1ccc(NC(=O)c2ccccc2CC[N+](=O)[O-])cc1 | 2% | 0% | -20%

Next entries.
SMILES	TDP1 inh	GCN5L2 inh	TDP1 cell noCPT
COc1cccc(Cn2c(-c3nonc3N)nc3ccccc32)c1	5%	-1%	2.9µM*
Cc1ccc(NC(=O)CSc2nc3ccccc3c3nc(CCn4cncc4C)nn23)cc1F	2%	-4%	21µM*
CN(C(=S)NC(=O)c1ccccc1)C1CCCCC1	4%	-1%	?
COc1ccc(CCc2nc(-c3cccs3)no2)cc1	89µM*	-3%	-14%
CCCS(=O)(=O)Nc1ccc(N2CCCCC2)c(S(=O)(=O)Nc2ccccc2OC)c1	-7%	-13%	16µM*
OC1CCCN(c2c3c(nc4cc(-c5cccc(F)c5)nn24)CCCC3)C1 (stereo unspecified)	2%	-25%	?
COCCC(=O)N1CCC(Oc2ccc(C(=O)N3CCCCC3CCO)cc2)CC1 (stereo unspecified)	2%[56.1 µM]	-4%	-6%
CCC(=O)Nc1ccc(/C(C)=N/NC(=O)c2c(-c3ccccc3Cl)noc2C)cc1	-3%	-4%	?
O=C(Nc1ccccc1)c1oc2ccccc2c1NC(=O)C1CC1	2%	-3%	?
CCN(Cc1ccccc1)S(=O)(=O)c1nc2nc(C)c(C)c(C)n2n1	4%	3%	-10%
CC(C)CCNC(=O)Cn1c(SCc2cccc(F)c2)nc2ccncc21	1%	nt	?
CCOC(=O)c1c(C)[nH]c(C(=O)C(C)Cl)c1C (stereo unspecified)	0%	-10%	?
O=C(CN1CCN(C(=O)c2ccccc2)CC1)Nc1cc(S(=O)(=O)N2CCCC2)ccc1Cl	1%	-7%	?
CC1(NC(=O)Cc2ccc(Cl)c(Cl)c2)CCS(=O)(=O)C1 (stereo unspecified)	0%	-1%	4%
O=Cc1c(Nc2ccccc2Cl)nc2ccccn2c1=O	nt	22µM*	-16%
O=C(CSc1ncn[nH]1)Nc1c(F)cc(F)cc1Br	-2%	-4%	0%
CCc1ccccc1NC(=O)/C(C#N)=C/c1ccc(Sc2ccccc2)o1	0%	-10%	-28%
CSc1nc(SCC(=O)NCc2ccco2)c2c3c(sc2n1)COC(C)(C)C3	4%	-7%	8.2µM*
CCOCC(=O)Nc1ccc(S(=O)(=O)Nc2ncccn2)cc1	2%	-9%	-2%
COc1ccc(C(=O)OCC(=O)c2c[nH]c3ccccc23)cc1OC	1%	-7%	-2%
O=[N+]([O-])c1ccc(-c2cc(-c3ccncc3)nc3ccc4ccccc4c23)cc1	1%	5%	-20%
CCOC(=O)C(C)Sc1nnc(-c2ccccc2O)n1-c1ccc(C)cc1 (stereo unspecified)	6%	-7%	?
Cc1cc(C)cc(Oc2c(C(F)(F)F)oc3cc(OCC(=O)NC4CCCCC4)ccc3c2=O)c1	nt	-8%	?

Some values from the results shown:
Entry of O=Cc1c(Nc2ccccc2Cl)nc2ccccn2c1=O under TDP1 cell noCPT: -16%
Entry of CCCS(=O)(=O)Nc1ccc(N2CCCCC2)c(S(=O)(=O)Nc2ccccc2OC)c1 under TDP1 inh: -7%
Entry of CCOC(=O)C(C)Sc1nnc(-c2ccccc2O)n1-c1ccc(C)cc1 (stereo unspecified) under TDP1 inh: 6%
Entry of CC(C)CCNC(=O)Cn1c(SCc2cccc(F)c2)nc2ccncc21 under TDP1 inh: 1%
Entry of O=[N+]([O-])c1ccc(-c2cc(-c3ccncc3)nc3ccc4ccccc4c23)cc1 under TDP1 cell noCPT: -20%
Entry of O=C(CSc1ncn[nH]1)Nc1c(F)cc(F)cc1Br under TDP1 cell noCPT: 0%

Screening data: PubChem, National Center for Advancing Translational Sciences (NCATS)
